IL-2 act: qHTS of IL-2 Activators. IL-2 activation reporter assay, cell-based qHTS; stimulated with anti-CD3/CD4/CD28 beads; in transgenic mouse T cells. activation, % (series mostly up to about 46 µM). 0.065% of 360,000 active. AID 652025, 2013; in the data active means activation above about 50%; inconclusive means mostly about 30% to 49%; further: 0% is about no effect
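First, unstimulated transgenic mouse T cells were exposed to compound for 60 min. Next, anti-CD3/anti-CD4-coated beads with anti-CD28 were added. Finally, after 18 h at 37 degrees C, EGFP and DsRed were imaged.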
EPAC1 antagonist: qHTS for Antagonist of cAMP-regulated guanine nucleotide exchange factor 3 (EPAC1): primary screen; 0.14% of 360,000 active; EPAC1 GEF assay, Rap1b-BODIPY-GDP exchange fluorescence; AID 720709, 2013; Potency, µM (series often up to 115 µM), for inactives: at the top dose activity change, negative = inhibition, actives largely listed as inhibitors;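 further: potency means the concentration at half of the fitted maximal effect; plate controls were vehicle for no effect and positive control for full effect; nearly all actives have a fitted effect of over 50% in size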
Target sequence (O95398 whole entry, looked up): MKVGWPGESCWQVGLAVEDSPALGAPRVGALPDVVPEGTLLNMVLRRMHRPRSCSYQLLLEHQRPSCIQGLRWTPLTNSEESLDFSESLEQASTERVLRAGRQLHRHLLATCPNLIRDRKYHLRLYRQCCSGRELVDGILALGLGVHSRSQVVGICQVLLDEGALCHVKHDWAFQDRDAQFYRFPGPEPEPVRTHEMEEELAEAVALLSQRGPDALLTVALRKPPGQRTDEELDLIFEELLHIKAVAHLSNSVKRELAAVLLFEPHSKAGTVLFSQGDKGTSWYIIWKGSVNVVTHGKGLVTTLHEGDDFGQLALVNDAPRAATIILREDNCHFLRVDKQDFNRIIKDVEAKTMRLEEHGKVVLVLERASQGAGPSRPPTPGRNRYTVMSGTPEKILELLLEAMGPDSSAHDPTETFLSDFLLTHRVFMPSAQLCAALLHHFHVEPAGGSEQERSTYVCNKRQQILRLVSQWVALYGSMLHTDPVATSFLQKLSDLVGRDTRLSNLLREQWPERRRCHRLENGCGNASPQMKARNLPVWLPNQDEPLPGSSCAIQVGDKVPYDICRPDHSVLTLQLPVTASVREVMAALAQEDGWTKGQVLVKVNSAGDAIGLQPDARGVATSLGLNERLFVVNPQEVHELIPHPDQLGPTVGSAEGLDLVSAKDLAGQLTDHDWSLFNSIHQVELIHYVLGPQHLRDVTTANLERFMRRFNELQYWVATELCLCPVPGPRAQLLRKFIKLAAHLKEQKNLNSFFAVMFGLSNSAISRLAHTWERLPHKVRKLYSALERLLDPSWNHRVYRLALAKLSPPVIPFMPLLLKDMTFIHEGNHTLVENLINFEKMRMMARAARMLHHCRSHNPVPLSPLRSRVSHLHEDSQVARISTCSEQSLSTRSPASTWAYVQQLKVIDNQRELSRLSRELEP
EPAC1 agonist: qHTS for Agonist of cAMP-regulated guanine nucleotide exchange factor 3 (EPAC1): primary screen; Rap guanine nucleotide exchange factor 3 (Homo sapiens), O95398; EPAC1 agonist qHTS, biochemical assay; response scale: 100% = response to 6.5 mM cAMP; Potency, µM (doses to about 154 µM), without a hit: top-dose activation, actives largely listed as activators; 0.073% of 360,000 active; AID 720707, 2013; further: potency means the concentration at half of the fitted maximal effect; nearly all actives have a fitted effect of over 60% in size
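Fluorescent GDP-exchange assay: 100 nM EPAC1 with 250 nM Rap1B preloaded with BODIPY-GDP and 50 uM GDP; compounds tested as concentration series, 5 min at room temperature, then read every 5 min for 30 min (ex 480/em 540 nm); normalized to 6.5 mM cAMP.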
Abeta yeast res: qHTS for compounds that reverse cellular toxicity of Amyloid beta (A-beta) peptide in yeast: Primary Screen | 0.063% of 410,000 active | Potency, µM (series often up to 46.1 µM), for the others: at the top dose growth rescue, most hits filed as activators | AID 1347071, 2019 | yeast expressing A-beta42, growth rescue, OD600, 48 h; response scale: 0% DMSO, 100% iron-clioquinol control; further: potency means the concentration at half of the fitted maximal effect; nearly all actives have a fitted effect of over 55% in size
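Growth rescue measured by 600 nm absorbance after 48 h yeast culture at 30 C with compound. Values normalized between DMSO and an equimolar ferric chloride plus clioquinol control.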
FUS yeast rescue: qHTS for Suppressors of FUS Proteinopathy: Primary screen using FUS-linked yeast assay; S. cerevisiae FUS-expressing, growth rescue, OD600, 24 h; Potency, µM (series often up to 76.6 µM), inactives show at the top dose growth rescue (activation), hits mostly activators; 0.24% of 390,000 active;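 further: potency means the concentration at half of the fitted maximal effect; plate controls were DMSO vehicle for no effect and reference control for full effect; nearly all actives have a fitted effect of over 55% in size; some results filed as inactive show a strong effect at the top dose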
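Quantitative HTS measuring growth restoration of FUS-toxic yeast. Galactose-induced cells (OD 0.005) were exposed 24hr at 30C to compounds at several concentrations, then absorbance at 600 nm was recorded.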
WRN inhibitor: qHTS for Inhibitors of WRN Helicase; WRN helicase unwinding, fluorescent forked duplex, kinetic; AID 651768, 2012; Bifunctional 3'-5' exonuclease/ATP-dependent helicase WRN (Homo sapiens), Q14191; Potency, µM (top dose mostly 114 µM), inactives show top-dose activity change, negative = inhibition, hits mostly inhibitors; 0.46% of 360,000 active; further: potency means the concentration at half of the fitted maximal effect; on the % scale 0 is the no-effect control and ±100 the full control effect; nearly all actives have a fitted effect of over 55% in size
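Screening of the MLSMR collection measured strand separation of a quenched forked DNA duplex (100 nM) by 20 nM WRN with 2 mM ATP, all final. Compounds were preincubated with enzyme 15 min at room temperature.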
PI5P4K alpha inh: qHTS for Inhibitors of phosphatidylinositol 5-phosphate 4-kinase (PI5P4K). max response, %. Phosphatidylinositol 5-phosphate 4-kinase type-2 alpha (Homo sapiens), P48426. PI5P4Kalpha enzyme, ADP-Glo luminescence, 60 min; active compounds read low. 1.2% of 330,000 active. AID 652105, 2013; active means max response of -50% or lower; inconclusive means between -30% and -50%; inactive means -30% or higher; further: value at the top dose of about 77 µM; on the % scale 0 is the no-effect control and ±100 the full control effect
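Controls without substrate or without enzyme flank wells where PI5P4Kalpha converts substrate using 5 microM ATP (final). Incubation lasts 60 minutes at room temperature; ADP formed is read by ADP-Glo luminescence.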
PLK1 PBD inh: qHTS for Inhibitors of PLK1-PDB (polo-like kinase 1 - polo-box domain): Primary Screen. Serine/threonine-protein kinase PLK1 (Homo sapiens), P53350. Plk1 PBD binding of FITC phosphopeptide, fluorescence polarization. Potency, µM, for the others: max response, negative = inhibition, most hits filed as inhibitors. 2.8% of 360,000 active. AID 720504, 2013; further: potency means the concentration at half of the fitted maximal effect; series mostly up to about 57 µM; on the % scale 0 is the no-effect control and ±100 the full control effect; nearly all actives have a fitted effect of over 65% in size
* marks the source's active call; other numbers are inactive results; ? = inconclusive; . = not tested or not shown; & = joins results of further samples; [ ] = remark or other dose. Unless noted, the call rests on the fitted dose curve; in most records, active means well fitted curve in the direction sought with a large enough effect; inconclusive means small, poorly fitted or top-dose-only effect, or another doubt; inactive means no such curve, though single readings can be large; an effect the other way counts as inactive or inconclusive. This is a random part of the collection. About 4.1% of those tested had a hit in this group.

SMILES	IL-2 act	EPAC1 antagonist	EPAC1 agonist	Abeta yeast res	FUS yeast rescue	WRN inhibitor	PI5P4K alpha inh	PLK1 PBD inh
O=C(O)CC(C(=O)O)N1C(=O)/C(=C/c2ccc(-c3nc4ccccc4s3)o2)SC1=S (stereo not drawn)	0.8	12%	5%	-29%	?	28µM*	-11	-8%
CCCCNC(=O)C(=O)N/N=C/c1ccc(OCC(=O)Nc2cccc(OC)c2)c(OC)c1	-0.3	11%	-19%	8%	21%	1%	1	-7%
COc1ccc(C(CC(=O)O)NC(=O)C(c2ccccc2)c2ccccc2)cc1 (stereo not drawn)	2.9	-10%	5%	4%	12%	-5%	-3	-7%
CC(=O)c1cccc(NC(=O)C=C(C)C)c1	0.9	-2%	6%	-14%	16%	-14%	.	-8%
N#Cc1c(-c2ccccc2)nc(N2CCCCCC2)[nH]c1=O	-0.5	5%	-4%	7%	23%	-5%	.	-13%
N#C/C(=C\c1ccc([N+](=O)[O-])cc1)C(=O)Nc1ccccc1O	0.3	-26%	16%	-6%	.	-24%	-12	-26%
O=c1sc(Nc2ccccc2)nc2ccsc12	0.8	3%	10%	6%	23%	-28%	-2	-1%
N#Cc1ccccc1COc1cccc2c1CCCC2O (stereo not drawn)	-0.5	-5%	14%	9%	-6%	0%	-1	-17%
OCCN(CCO)CC(O)Cn1c2ccccc2c2ccccc21 (stereo not drawn)	0.3	0%	-5%	5%	26%	6%	.	-9%
CN(C)CC(=O)Nc1nc(-c2ccccc2)cs1	-1.5	5%	-6%	-20%	-8%	11%	-5	?
Cc1ccc(CN2CC(=O)N3[C@H]4c5cc(C)ccc5OC[C@@H]4[C@H](c4ccccc4)[C@]3(C)C2=O)cc1	0.7	-4%	0%	?	?	-11%	3	-12%
CC1CN(/C(=N\S(=O)(=O)c2ccccc2)c2ccccc2)CC(C)O1 (stereo not drawn)	0.0	0%	0%	16%	-17%	-2%	-2	7%
CCCC(=O)N1CCN(c2ccc(NC(=S)NC(=O)c3cccc(C)c3)cc2)CC1	-0.7	-14%	4%	?	24%	-1%	0	-5%
CCOC(=O)c1c(C)[nH]c(C(=O)COC(=O)CNC(=O)c2ccc(Cl)cc2)c1C	-0.5	-10%	-10%	-7%	.	-27%	19	-3%
COc1ccc(CC(=O)Nc2ccc(S(=O)(=O)Nc3onc(C)c3C)cc2)cc1OC	-0.7	-2%	-2%	9%	0%	-18%	0	-8%
CCNC(=O)NC(=O)C(C)OC(=O)CCS(=O)(=O)c1ccc(C)cc1 (stereo not drawn)	-0.5	-17%	-3%	4%	1%	26%	0	-11%
CCOc1ccc(NC(=O)COc2nsnc2N2CCOCC2)cc1	-0.3	-7%	15%	.	-9%	1%	0	4%
COc1ccc2c(c1)[C@H]1[C@H](CO2)[C@H](c2ccccc2)[C@]2(C)C(=O)Nc3ccc(C)cc3C(=O)N12	-2.3	-22%	3%	17%	40%	-4%	1	-5%
COc1ccc(NC(=O)NC(C)C2CC3CCC2C3)cc1 (stereo not drawn)	-2.7	-25%	3%	-15%	7%	-8%	0	-7%
CCOC(=O)Cn1c(=O)oc2cc(S(=O)(=O)Nc3c(C)cc(C)cc3C)ccc21	-3.4	1%	-4%	-7%	-9%	-2%	4	-2%
Cc1cccc(-n2c(SCC(N)=O)nc3c(c2=O)C2(CCCC2)Cc2ccccc2-3)c1	-5.3	?	7%	-6%	.	-23%	-56*	-10%
Cc1nc2ccc(NC(=S)N3CCN(c4ccccn4)CC3)cc2nc1C	-0.8	1%	5%	-37%[inhibitor]	.	-32%	4	-21%
CC(=O)n1cc([C@H]2C=C(C(=O)N3CCN(Cc4ccc5c(c4)OCO5)CC3)O[C@@H](OCCCCO)C2)c2ccccc21	0.1	-7%	7%	1%	18%	-7%	5	-14%
Cc1cc(NC(=O)CCC(=O)N(Cc2ccco2)C(C)(C)C(=O)NC2CCCCC2)no1	2.5	9%	3%	10%	15%	-5%	0	-4%
O=C(OCc1cn([C@H]2CN(CC3CCCCC3)[C@@H](c3ccccc3)C[C@@H]2O)nn1)c1ccccc1	-1.0	5%	1%	11%	-2%	-4%	5	-1%
CC1CCCN(C(=O)c2cc3c(=O)n4ccccc4nc3s2)C1 (stereo not drawn)	0.1	5%	8%	-25%	26%	0%	1	-8%
C[C@@H]1CCC[C@@]2(O[C@@H](CCO)C[C@H](O)[C@H]2O)O1	-0.8	10%	-11%	-5%	-18%	2%	-2	0%
CCCCCN(C(=O)CCC(=O)OCC(=O)N1CCC(C)CC1)c1c(N)n(CCCC)c(=O)[nH]c1=O	0.8	67%[activator]	?	-6%	42%	-2%	1	-7%
CN(c1ccc(OCC(=O)OCC(=O)Nc2ccc(Br)cc2)cc1)S(=O)(=O)c1cccs1	-1.2	-13%	4%	0%	.	-6%	2	-2%
CC1(C(=O)NNC(=O)c2ccc([N+](=O)[O-])cc2)CC1(Br)Br (stereo not drawn)	-1.2	-7%	-6%	-3%	23%	-20%	-2	?
CCC[C@@H]1CCCO[C@@](C(=O)NCc2ccc(S(C)(=O)=O)cc2)(C(F)(F)F)C1	-1.0	10%	-12%	-6%	16%	-3%	11	3%
COC(=O)c1ccc(COC(=O)CNC(=O)c2ccc(C)s2)cc1	-0.3	-28%	8%	-16%	-6%	-9%	-2	-9%
CN(C)C(=O)c1cccn1-c1ncc(C(F)(F)F)cc1Cl	-3.2	4%	7%	-5%	-21%	-2%	-3	4%
O=C(CCS(=O)(=O)c1ccc(Cl)cc1)Nc1nc(-c2ccncc2)cs1	2.6	-9%	17%	.	-4%	-6%	5	-17%
CC(C)c1ccc(CC(=O)N2CCC2(C)C(=O)NCCC#N)cc1 (stereo not drawn)	-0.3	-18%	-8%	-11%	-19%	6%	-8	1%
CC(=O)c1c(C)[nH]c(C(=O)NCc2cccc(Cl)c2)c1C	-3.7	-8%	6%	5%	18%	?	-7	-10%
OC(c1cc(F)cc(Cl)c1)c1ncc(-c2ccccc2Cl)[nH]1 (stereo not drawn)	-0.3	-21%	-2%	7%	-20%	1%	22	7%
CC1Sc2ccc(Cl)cc2-c2nc(N)ncc21 (stereo not drawn)	-1.6	-11%	12%	-6%	18%	-34%[57.1 µM]	-15	-17%
O=C(N/N=C/c1ccc(OC(=O)c2ccccc2)cc1)c1cccnc1	-0.3	-29%	6%	3%	15%	56µM*	-10	-10%
CCCCN1C(=O)N(CCc2ccc(F)cc2)S(=O)(=O)c2cc(C(F)(F)F)ccc21	0.4	-12%	-6%	9%	12%	-7%	13	-3%
O=C(NCCCN1CCCC1=O)c1ccc(Cl)c(S(=O)(=O)N2CCCCC2)c1	0.3	-21%	5%	-5%	-10%	-2%	1	-15%
Cc1occc1C(=O)N/N=C/c1ccccc1[N+](=O)[O-]	-0.8	16%	-8%	-12%	19%	4%	-5	-3%
COc1ccc(CN2CCC[C@]3(N[C@H](c4ccc(C)cc4)[C@@H]4C(=O)N(Cc5ccccc5)C(=O)[C@@H]43)C2=O)cc1	-0.7	-9%	6%	3%	?	-7%	1	-3%
COc1ccc(C)cc1NS(=O)(=O)c1ccc2c(c1)n(C)c(=O)n2C	0.4	-5%	-13%	-10%&-2%	7%&3%	-1%	-2	-17%
CCCC(=O)NC(=S)Nc1ccc(C(C)=O)cc1	0.0	-1%	-7%	10%	.	-12%	3	1%
Cc1ccc(-c2nc3ccccc3s2)cc1NC(=S)NC(=O)/C=C/c1ccco1	-1.4	-20%	11%	3%	31%	?	-25	-21%
O=C(NCc1cccnc1)C(=O)NCC1OCCN1S(=O)(=O)c1ccc(F)cc1 (stereo not drawn)	-0.5	9%	3%	4%	18%	-3%	-1	-1%
CC(C)CSc1ncnc2c1oc1nc3c(cc12)COC(C)(C)C3	0.1	4%	4%	16%	.	1%	19	4%
Cc1nc2nc(-c3cccs3)[nH]c2cc1Br	-0.2	5%	4%	-56%[inhibitor]	-13%	-7%	0	-5%
CC(=O)NCCNC(=O)C1CCCCN1S(=O)(=O)c1ccccc1 (stereo not drawn)	-0.3	11%	-15%	-11%	34%	-4%	7	-8%
COCCN1C(=O)/C(=C/c2ccc(Oc3ccc([N+](=O)[O-])cn3)c(OC)c2)SC1=Nc1ccccc1	-1.9	-1%	12%	1%	15%	8%	.	-3%
CCN(Cc1ccc(N(C)C)cc1)C(C)C(=O)Nc1ccc(S(=O)(=O)N2CCCC2)cc1 (stereo not drawn)	-0.7	10%	3%	10%	0%	-6%	-1	7%
COc1cccc(CNC(=O)CCC(=O)N2Cc3cccc(OC)c3Oc3ncccc32)c1OC	1.7	-6%	8%	-12%&-5%	16%&10%	9%	2	-4%
CCOC(=O)c1c(S(=O)(=O)NCC(=O)NCc2ccccc2)c(C)n(C)c1C	-1.6	10%	-3%	1%&-10%	8%&29%	3%	3	-13%
C=CCn1c(C)nc2c(cnn2-c2ccccc2)c1=O	2.3	1%	-3%	1%	-5%	-4%	1	-4%

In the list so far, two contain a COOH group.
SMILES	IL-2 act	EPAC1 antagonist	EPAC1 agonist	Abeta yeast res	FUS yeast rescue	WRN inhibitor	PI5P4K alpha inh	PLK1 PBD inh
O=C(O)CC(C(=O)O)N1C(=O)/C(=C/c2ccc(-c3nc4ccccc4s3)o2)SC1=S (stereo not drawn)	0.8	12%	5%	-29%	?	28µM*	-11	-8%
COc1ccc(C(CC(=O)O)NC(=O)C(c2ccccc2)c2ccccc2)cc1 (stereo not drawn)	2.9	-10%	5%	4%	12%	-5%	-3	-7%

Shown as a hit in PI5P4K alpha inh, of those listed so far:
| mol | IL-2 act | EPAC1 antagonist | WRN inhibitor | PI5P4K alpha inh | PLK1 PBD inh |
| --- | --- | --- | --- | --- | --- |
| Cc1cccc(-n2c(SCC(N)=O)nc3c(c2=O)C2(CCCC2)Cc2ccccc2-3)c1 | -5.3 | ? | -23% | -56* | -10% |

Screening data deposited in PubChem BioAssay by National Center for Advancing Translational Sciences (NCATS).
